MC4R antag cAMP – MC4R antagonists of cAMP signaling, primary screen, cell-based, TR-FRET, antagonist arm of biased-ligand search; MC4R-expressing cells, MTII-stimulated cAMP, LANCE TR-FRET; inhibition, % at 6.5 µM; 360,000 compounds, 0.48% hits; AID 540295, 2011;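 active = inhibition above its plate's cutoff, the mean of tested wells on that plate plus 3 SD, cut at about 29% in these data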;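 note: 0% = Melanotan II alone and 100% = Melanotan II plus saturating MCL0020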
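Assay system: U2OS-MC4R stable cell line; Also added: Melanotan II; Technique: Eu-cAMP/anti-cAMP TR-FRET, emission 671 nm; Times: 30-min compound, 1-h challenge, 1-h detection, room temperature.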
aDG glyco up – activators of alpha-DG glycosylation, primary screen, uHTS, Pro5-aDG cells, AlphaScreen; 360,000 compounds, 0.22% hits; activation, % at 10 µM; alpha-DG glycosylation AlphaScreen (IIH6); 0% Pro5, 100% B10-LARGE cell signal; AID 624168, 2012;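 active = activation of at least 8% versus controls, or a plate z-score of at least 8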;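 note: Pro5 are CHO cells carrying HIG-tagged alpha-DG that lacks glycosylation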
Cardio protect – cardioprotection against H2O2-induced cell death, primary screen, uHTS, H9c2 cells, ATPLite luminescence; protection from H2O2 cell death, % at 20 µM; AID 588492, 2011; H9c2 cardiomyocytes, H2O2 injury protection, 2 h; 360,000 compounds, 0.63% hits;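 active = compounds giving at least 50% protection of heart cells from peroxide-induced death in the single-dose screen, raw or plate-pattern-corrected value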;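 note: 0% = DMSO wells with peroxide and 100% = DMSO wells without peroxide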
Vif imaging – HIV Vif self-association inhibitors, primary screen, imaging, HEK293T, single point; inhibition, % at 7.49 µM; AID 602346, 2012; HEK293T cells, Vif self-association by quenched fluorescence, 24 h; 340,000 compounds, 0.35% hits; in the data active = inhibition above about 50%, passing the limit was not always enough; note: some results filed as inactive read as strong as hits
CaV13 ICDI inh – Disruptors of the CACNA1D IQ motif to Ca2+-dependent inactivation inhibitor domain association, primary screening, Förster resonance energy transfer in intact living …; HEK cells, CFP/YFP FRET ICDI-IQ, plate reader, 10 min; percent FRET-ratio fall versus neutral wells; inhibition, % at 12.3 µM; 340,000 compounds, 0.098% hits;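 active = mean replicate inhibition of at least 30% and at least 1% of replicates passing that level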;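 note: 0% = median of the neutral control wells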
MC4R ag barr – MC4R agonists recruiting beta-arrestin, primary screen, cell-based, luminescence, agonist arm of biased-ligand search; activation, % at 8.9 µM; U2OS MC4R beta-arrestin complementation; percent of melanotan II response, DMSO zero; Melanocortin receptor 4 (Homo sapiens), P32245; 360,000 compounds, 0.98% hits;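 active = activation above a per-plate cutoff, the mean activation of sample wells on that plate plus 3 SD, cut at about 8% in these data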
Glyco luc inh – increase of ERlucT glycosylation luciferase signal, primary screen, N-linked glycosylation inhibitor project, D54 ERlucT cells, luminescence, set 2; D54 ERlucT glycosylation luciferase reporter, 24 h; percent of 100 nM tunicamycin response; reporter increase, % at 12.5 µM; 360,000 compounds, 0.23% hits; AID 588692, 2011;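 active = mean luciferase reporter signal, scaled so untreated is 0 and the glycosylation-blocking control 100, at or above a set limit in every replicate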;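 note: luciferase carries N-glycosylation sites so blocking glycosylation raises the light; 0% = median of neutral control wells and 100% = median of 100 nM tunicamycin wells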
HTR2A ag – mouse Htr2a agonists via beta-arrestin recruitment, primary screen, cell-based, luminescence. CHO-K1 mHTR2A beta-arrestin complementation; percent of 30 µM serotonin response. activation, % at 7.6 µM. 360,000 compounds, 0.66% hits. AID 624169, 2012;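 active = activation above a run cutoff, the mean activation of all tested compounds plus 3 SD, cut at about 14% in these data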;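 note: 0% = plate median of compound wells and 100% = 30 µM serotonin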
Target sequence (P35363 whole entry, looked up): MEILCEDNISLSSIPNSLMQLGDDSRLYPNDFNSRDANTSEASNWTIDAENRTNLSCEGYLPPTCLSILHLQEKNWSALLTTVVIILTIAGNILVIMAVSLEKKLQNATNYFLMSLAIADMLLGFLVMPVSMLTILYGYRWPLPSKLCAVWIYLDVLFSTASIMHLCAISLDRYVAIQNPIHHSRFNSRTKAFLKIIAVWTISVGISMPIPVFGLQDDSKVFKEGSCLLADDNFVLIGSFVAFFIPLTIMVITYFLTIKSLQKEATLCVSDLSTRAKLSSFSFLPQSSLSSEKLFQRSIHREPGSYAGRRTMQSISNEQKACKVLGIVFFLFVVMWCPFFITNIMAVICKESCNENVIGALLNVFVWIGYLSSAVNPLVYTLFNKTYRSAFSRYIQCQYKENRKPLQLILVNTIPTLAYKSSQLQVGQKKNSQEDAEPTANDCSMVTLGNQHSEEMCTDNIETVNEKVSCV
ABCB6 inh 2 – ABCB6 transporter inhibitors, primary screen, K562-ABCB6 cells, flow cytometry, MLPCN library. K562-ABCB6 porphyrin accumulation, 1 h; stronger effect = lower value. fluorescence ratio to DMSO, % at 10 µM. 360,000 compounds, 0.19% hits. AID 602162, 2011;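 active = fluorescence ratio to DMSO below 75%, the collection mean minus 3 SD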;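 note: signal is porphyrin accumulated inside mitochondria; 100% equals median channel fluorescence of DMSO control wells; lower ratio means ABCB6 inhibition with less porphyrin fluorescence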
PDI turbidity – inhibitors of human PDI, primary screen, biochemical, turbidity, single point, plate reader | AID 588391, 2011 | 350,000 compounds, 0.052% hits | inhibition, % at 10 µM | Protein disulfide-isomerase (Homo sapiens), P07237 | PDI insulin aggregation turbidity, A650, 90 min;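 active = mean inhibition across replicates of 30% or more, whatever share of single replicates reach that level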;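 note: absorbance from insulin aggregation driven by PDI reduction with DTT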
Target sequence (P07237 whole entry, looked up): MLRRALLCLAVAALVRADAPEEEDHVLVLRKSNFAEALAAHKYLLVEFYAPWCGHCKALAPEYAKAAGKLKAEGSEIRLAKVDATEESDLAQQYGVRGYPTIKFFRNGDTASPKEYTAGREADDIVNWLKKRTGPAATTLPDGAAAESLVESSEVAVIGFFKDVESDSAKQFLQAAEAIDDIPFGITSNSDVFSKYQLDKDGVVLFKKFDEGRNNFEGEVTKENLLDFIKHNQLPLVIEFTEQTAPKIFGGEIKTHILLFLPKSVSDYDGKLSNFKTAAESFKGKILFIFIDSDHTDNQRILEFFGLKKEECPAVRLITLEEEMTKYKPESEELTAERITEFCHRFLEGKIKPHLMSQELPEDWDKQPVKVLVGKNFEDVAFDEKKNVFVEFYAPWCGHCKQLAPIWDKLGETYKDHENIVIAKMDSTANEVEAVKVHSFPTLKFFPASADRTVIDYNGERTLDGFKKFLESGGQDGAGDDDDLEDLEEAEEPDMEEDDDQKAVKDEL
The depositor's hits bear a star; x = not tested or not shown. Random draw from the library. Share with any hit: about 3.6%.

SMILES	MC4R antag cAMP	aDG glyco up	Cardio protect	Vif imaging	CaV13 ICDI inh	MC4R ag barr	Glyco luc inh	HTR2A ag	ABCB6 inh 2	PDI turbidity
CCOc1ccccc1N(C(=O)c1snc(C(N)=O)c1N)C(C(=O)NCCC(C)C)c1ccco1 (centres undefined)	5	0.4	0	-2	-6	-2.2	-5	-3	102	-1
O=c1c2nnn(Cc3ccccc3)c2ncn1C/C=C/c1ccccc1	16	-0.3	9	9	-7	1.3	-2	-5	93	x
COc1ccc(NS(=O)(=O)c2cn(C)c(=O)n(C)c2=O)c(OC)c1	0	0.0	7	-3	-5	-1.9	2	2	101	-4
O=C(COC(=O)C1CC2C=CC1C2)Nc1cccc(S(=O)(=O)N2CCCCCC2)c1 (centres undefined)	12	0.2	-18	-20	-5	2.5	-1	5	99	-7
CC1C(=O)C(C)C(c2ccccc2F)NC1c1ccccc1F (centres undefined)	0	0.2	-7	25	-4	-0.3	1	-4	90	-3
COc1ccc(C2CC(c3ccccc3)=NN2S(=O)(=O)c2ccccc2)cc1 (centres undefined)	-7	0.3	-17	-8	-5	-0.2	-4	1	100	-1
Cc1ccc2c(N)c(C)ccc2c1	-4	0.1	-11	28	-1	0.2	1	1	85	3
CC1Cc2cc(S(=O)(=O)N3CCN(c4cccc(Cl)c4)CC3)ccc2N1C(=O)C1CC1 (centres undefined)	4	0.4	-5	2	-6	1.0	-1	2	101	-1
Cc1onc(-c2ccccc2)c1C(=O)Nc1ccccc1NC(=O)c1c(-c2ccccc2)noc1C	15	0.1	1	-12	-2	-2.9	0	-3	96	-17
COc1cc(C(=O)NC2CCCCC2)ccc1OCc1ccc(Cl)cc1Cl	7	-0.2	-5	-2	-15	-2.8	-4	3	93	-6
O=c1c(OC2OC(CO)C(O)C(O)C2OC2OC(CO)C(O)C(O)C2O)c(-c2ccc(O)cc2)oc2cc(O)cc(O)c12 (centres undefined)	3	-0.2	0	9	x	-1.4	3	-3	104	x
O=C(Cn1nnc(-c2ccccc2NC(=O)c2ccco2)n1)NC1CCCCC1	14	0.0	1	-1	-10	-1.2	2	1	98	-10
COc1cc2cc(CCOC(=O)c3ccc(C(F)(F)F)cc3)oc(=O)c2cc1OC	3	0.8	-1	-10	-6	5.3	1	0	93	-2
O=C(/C=C/C=C/c1ccc2c(c1)OCO2)N1CCCCC1	4	0.2	-8	-4	x	-2.4	-6	-3	96	x
COc1cccc(NC(=O)Nc2nc(SC)ns2)c1	-6	-0.1	-13	-8	-3	1.7	-4	4	93	13

For convenience, some entries already given:
SMILES	MC4R antag cAMP	aDG glyco up	Cardio protect	Vif imaging	CaV13 ICDI inh	MC4R ag barr	Glyco luc inh	HTR2A ag	ABCB6 inh 2	PDI turbidity
CCOc1ccccc1N(C(=O)c1snc(C(N)=O)c1N)C(C(=O)NCCC(C)C)c1ccco1 (centres undefined)	5	0.4	0	-2	-6	-2.2	-5	-3	102	-1
O=c1c2nnn(Cc3ccccc3)c2ncn1C/C=C/c1ccccc1	16	-0.3	9	9	-7	1.3	-2	-5	93	x
COc1ccc(NS(=O)(=O)c2cn(C)c(=O)n(C)c2=O)c(OC)c1	0	0.0	7	-3	-5	-1.9	2	2	101	-4

Additional results:
SMILES	MC4R antag cAMP	aDG glyco up	Cardio protect	Vif imaging	CaV13 ICDI inh	MC4R ag barr	Glyco luc inh	HTR2A ag	ABCB6 inh 2	PDI turbidity
COc1ccc(C(=O)NC(C)c2cccnc2)cc1S(=O)(=O)N(C)Cc1ccccc1 (centres undefined)	15	0.1	-9	29	-3	-3.2	-1	-1	93	9
C1CC(CN2CCOCC2)CN(Cc2nc(CC3CC3)no2)C1 (centres undefined)	-2	-0.3	-2	-10	1	-0.3	1	4	102	-3
O=C(NNc1cc(Cl)cc(Cl)c1)c1c(F)cccc1Cl	8	0.1	-5	-2	-4	0.2	-2	1	94	5
COc1cccc(C=NCC(C)N=Cc2cccc(OC)c2O)c1O (centres undefined)	5	-0.2	14	-2	-5	3.5	0	-3	98	0
COc1ccc(OC)c(NC(=O)NNS(=O)(=O)c2ccc(C)cc2C)c1	18	0.1	0	x	-3	-2.5	2	2	99	-2
CN(C)S(=O)(=O)c1cccc(NC(=O)c2cc([N+](=O)[O-])ccc2N2CCCCC2)c1	10	-0.7	12	-2	-5	-3.5	-4	-8	92	-4
CCOC(=O)c1c(C)[nH]c(C)c1S(=O)(=O)NC1CCN(C(=O)OCC)CC1	1	-0.3	-4	3	-6	-0.5	0	2	100	-9
CCCCN(C)C(=O)CCCc1c[nH]c2ccccc12	3	1.2	-1	1	-5	-1.3	0	3	101	9
Cc1c(-c2n[nH]c(=S)n2-c2ccc(Br)cc2)nnn1-c1ccc(Cl)cc1	12	0.0	-1	3	-5	-3.2	0	-2	98	-2
COc1ccc(C(NC(=O)CC(C)C)c2c(O)ccc3ccccc23)cc1 (centres undefined)	1	0.0	-9	-6	-4	-1.3	-1	4	99	-5
CCOC(=O)Cn1cnc2c(sc3nc(C)cc(C)c32)c1=O	1	-0.1	2	-7	-15	1.4	1	5	100	9
COC(=O)Cn1cnc2c(cnn2-c2ccc(OC)cc2)c1=O	3	0.1	-3	-1	-1	-2.0	-1	0	94	2
CCCCc1nc(N)c(C#N)c(-c2ccco2)c1CCC	-8	0.1	-5	-5	-8	1.1	-2	3	103	-5
NC(=O)c1ccccc1NC(=O)c1ccccc1Cl	-3	0.0	-4	-3	-5	-2.4	2	7	104	15
CC1Cc2ccccc2N1C(=O)C1CC(=O)N(c2ccccc2)C1 (centres undefined)	-1	-0.1	3	11	-4	1.2	0	-7	97	8
CCN(Cc1ccccc1)C(=O)CN1C(=O)NC(CC)(c2ccc(F)cc2)C1=O (centres undefined)	1	0.0	4	3	-2	-2.9	3	6	95	-10
CC1CCCCC1NC(=O)Cn1cnc2sccc2c1=O (centres undefined)	10	-0.3	0	-7	-6	2.5	1	-1	97	-2
CCN(CC(=O)Nc1c(F)cccc1F)C(=O)CNC(=O)c1ccc2ccccc2c1	10	-0.2	-5	-5	-16	-3.0	2	-3	96	-3
C[C@H](CO)N1C[C@H](C)[C@@H](CN(C)C(=O)Nc2ccc3c(c2)OCO3)Oc2ccc(NC(=O)C3CCCCC3)cc2C1=O	8	-0.1	-1	20	-4	1.6	5	3	98	-53
O=C(CCc1ccccc1)NCCCNC(=O)CCc1ccccc1	-1	-0.2	1	13	-7	-0.5	0	-2	103	-3
Cc1sc2nc(CSCC(=O)N(CCC#N)c3ccccc3)[nH]c(=O)c2c1C	16	0.4	64*	-23	-12	0.2	1	2	109	2
COc1cccc(NCc2ccc([N+](=O)[O-])s2)c1	0	0.0	-7	-5	-6	-0.5	2	0	96	-9
Cc1ccc2nc(SCC(=O)NCc3ccc(F)cc3)nc(=O)n2c1	-5	-0.3	8	9	-4	-0.6	0	0	82	-1
CCCCNC(=O)OC(C)CNC(=O)OC (centres undefined)	9	0.0	-3	-32	-5	-1.1	0	-4	104	-1
O=C(CCC(=O)N1CCCC1)Nc1nnc(C2CCCCC2)s1	12	-0.2	-2	2	-4	0.7	3	-1	93	-1
Cc1ccc2c(c1)c1c3n2CC(=C2C(=O)OC(C)(C)OC2=O)NC3CCC1 (centres undefined)	4	0.2	13	10	-12	-2.7	-2	-9	105	3
CC1CC(C)CN(C(=O)COc2ccc([N+](=O)[O-])cc2Cl)C1 (centres undefined)	3	-0.2	-10	-3	-2	-4.0	0	3	97	-4
N#Cc1c(NC(=S)NC(=O)Cc2cccs2)sc2c1CCCCC2	10	-0.2	-21	2	-3	-3.5	4	3	96	-4
Cc1nc(/C(N)=N/OC(=O)c2ccc(Cl)cc2)c(C(F)(F)F)o1	4	0.1	-4	5	-4	1.9	1	-1	97	-6
CCOC(=O)CN1C(=O)S/C(=C/c2ccc(N3CCCCC3)o2)C1=O	17	0.1	-2	3	-5	-2.0	2	-1	101	8
CC1(C)CC(=O)C2=C(C1)OC(N)=C(C#N)C2c1ccc[nH]1 (centres undefined)	-1	-0.4	-2	7	-5	-2.1	-1	1	118	-4
CCc1nc2c(nnn2Cc2ccc(F)cc2)c(=O)[nH]1	0	-0.2	-1	5	x	-0.1	-4	-3	97	-8
COc1ccc(CNC(=O)COC(=O)C2CCC(C(C)(C)C)CC2)cc1 (centres undefined)	6	0.2	-5	1	-3	5.4	-4	2	96	-2
O=C(CN1C(=O)COc2ccc(Cl)cc21)NC1CC1	4	0.5	-1	x	-6	-0.4	0	-6	98	-5
CCOc1ccc(NC(=O)c2ccc(S(=O)(=O)N(C)C)cc2)cc1	4	0.2	2	x	-6	-1.5	-2	-3	91	2
Cc1nc(C)c(-c2ccc(SCC(=O)Nc3ccccc3)nn2)s1	9	0.3	-3	-3	-9	-1.4	-1	0	100	-24
CC(=O)Nc1cc(C(N)=O)c(Cl)cc1Cl	16	-0.1	0	-8	-4	-1.4	3	0	97	12
O=S1(=O)CCN(CCc2ccccc2)CC1	7	-0.1	2	0	-6	-0.7	1	0	101	12
COCCn1c(=O)[nH]c2cc(C(=O)NC3CCCCCC3)ccc2c1=O	7	-0.2	5	-6	-6	-0.9	0	2	101	3
COC(=O)CN=C1OC(=O)N2C(=O)C3=C4[C@@H](C[C@H]5C(=O)N(c6ccccc6)C(=O)[C@H]5[C@H]4[C@@]12Cc1ccccc1)[C@H]1C(=O)N(c2ccccc2)C(=O)[C@H]1[C@H]3C	0	-0.1	1	x	-5	0.5	1	1	98	-2
NS(=O)(=O)c1ccc(NC(=O)c2ccc(Cl)c(S(=O)(=O)NCc3ccco3)c2)cc1	7	-0.2	-12	11	-6	-0.9	2	-3	100	4
CCN(CC(=O)Nc1cc(Cl)ccc1C)C(=O)c1cc(S(=O)(=O)N2CCCCCC2)ccc1OC	-2	0.7	0	13	-7	0.1	-1	-1	95	15
CC(C)C[C@H]1CN=C(Nc2ccccc2)N1CCC1CCCCC1	6	0.4	-11	1	-11	-0.4	-2	-8	99	12
O=C(c1cc(S(=O)(=O)N2CCCCC2)c(Cl)cc1N1CCOCC1)N1CCOCC1	2	0.0	-11	10	x	-0.9	0	-1	104	2
COC(C/C=C/[C@H](O)[C@H](C)OCc1ccccc1)OC	7	1.0	3	-3	-12	-1.3	1	-3	96	-5
CCOC(=O)CNC(=O)CSc1nnc(NC(=O)c2ccc(S(=O)(=O)N3CCOCC3)cc2)s1	3	-0.3	-2	-3	-6	-4.3	0	2	97	-12
COC(=O)c1ccc(C(=O)OC)c(NC(=O)COC(=O)C2CCCCC2)c1	-1	-0.5	-5	20	-5	0.3	2	-2	92	-3
